NPC1 prom act: qHTS Assay for NPC1 Promoter Activators. Huh7 NPC1 promoter luciferase reporter, 24 h. Potency, µM (titrated, usually from 9.22 µM), for the others: at the top dose activation, usual class: activators. hit rate 2.4% among 320,000;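 further: potency means the concentration at half of the fitted maximal effect; % of control where 0% means no effect; nearly all actives have a fitted effect of over 60% in size; reporter is driven by a mutant NPC1 promoter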
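Luminescence from an NPC1 promoter-driven luciferase reporter in stably transfected Huh7 cells was measured after 24 h compound treatment at 37 °C, followed by 10 min ambient incubation with luciferase detection reagent.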
RORg inh: qHTS for inhibitors of ROR gamma transcriptional activity; hit rate 5.4% among 310,000; Drosophila S2 Gal4-RORgamma UAS-luciferase reporter, 20 h; AID 2551, 2010; Nuclear receptor ROR-gamma (Mus musculus), P51450; Potency, µM (doses to about 53.6 µM), inactives show at the highest dose activity change, negative = inhibition, most hits filed as inhibitors; further: potency means the concentration at half of the fitted maximal effect; on the % scale 0 is the no-effect control and ±100 the full control effect; nearly all actives have a fitted effect of over 60% in size
Target sequence (P51450 whole entry, looked up, the tested form may be a part): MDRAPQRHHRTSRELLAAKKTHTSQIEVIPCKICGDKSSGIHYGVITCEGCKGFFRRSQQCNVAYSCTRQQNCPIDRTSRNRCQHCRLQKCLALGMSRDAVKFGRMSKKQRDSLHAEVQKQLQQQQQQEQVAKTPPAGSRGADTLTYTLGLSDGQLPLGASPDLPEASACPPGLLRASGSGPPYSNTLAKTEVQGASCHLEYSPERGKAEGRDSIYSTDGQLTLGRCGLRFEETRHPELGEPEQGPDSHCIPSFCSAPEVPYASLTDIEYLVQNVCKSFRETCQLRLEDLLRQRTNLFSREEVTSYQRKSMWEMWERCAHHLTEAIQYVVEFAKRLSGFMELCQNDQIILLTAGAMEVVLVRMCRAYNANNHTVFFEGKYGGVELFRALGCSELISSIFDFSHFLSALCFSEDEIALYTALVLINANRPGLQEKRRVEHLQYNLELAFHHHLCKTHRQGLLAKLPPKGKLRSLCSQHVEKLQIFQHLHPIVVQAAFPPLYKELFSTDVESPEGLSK
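ROR gamma transcriptional activity was tracked as Gal4-UAS luciferase output in stably transfected Drosophila Schneider cells, with compound added 1 hr before 700 uM copper sulfate induction and a 20 hr ambient-temperature incubation.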
Tb PFK block: qHTS Assay to Find Inhibitors of T. brucei phosphofructokinase. ATP-dependent 6-phosphofructokinase (Trypanosoma brucei brucei), O15648. T. brucei PFK, ADP-Glo luminescence. Potency, µM (titrated, usually from 57.5 µM), inactives show at the highest dose activity, negative = inhibition, hits mostly inhibitors. hit rate 0.17% among 330,000. AID 485367, 2010;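 further: potency means the concentration at half of the fitted maximal effect; 0% = uninhibited 1x PFK enzyme wells and -100% = no-enzyme wells; nearly all actives have a fitted effect of over 60% in size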
Target sequence (O15648 whole entry, looked up): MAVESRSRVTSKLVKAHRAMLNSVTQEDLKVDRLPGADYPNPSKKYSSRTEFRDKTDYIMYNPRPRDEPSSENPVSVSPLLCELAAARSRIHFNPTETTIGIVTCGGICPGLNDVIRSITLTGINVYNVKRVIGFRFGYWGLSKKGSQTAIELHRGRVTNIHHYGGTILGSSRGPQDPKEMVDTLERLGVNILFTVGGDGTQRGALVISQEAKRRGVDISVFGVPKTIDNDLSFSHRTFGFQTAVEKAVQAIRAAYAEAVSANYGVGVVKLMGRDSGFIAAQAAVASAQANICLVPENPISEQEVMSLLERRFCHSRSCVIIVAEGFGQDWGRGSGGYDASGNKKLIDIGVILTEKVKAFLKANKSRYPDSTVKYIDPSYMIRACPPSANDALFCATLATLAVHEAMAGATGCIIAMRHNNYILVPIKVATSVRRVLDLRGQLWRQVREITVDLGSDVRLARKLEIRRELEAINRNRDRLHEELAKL
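Compounds were pin-transferred as a titration series up to 57 uM into substrate buffer (0.5 mM F6P, 0.1 mM ATP, pH 8.0), then 1.25 nM PFK was added and reactions ran 45 min before ADP-Glo detection.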
ELG1 genotox: qHTS screen for small molecules that induce genotoxicity in human embryonic kidney (HEK293T) cells expressing luciferase-tagged ELG1; HEK293T ELG1-luciferase reporter, luminescence, 16 h; hit rate 1.3% among 330,000; Potency, µM (series often up to 46 µM), for the others: top-dose activity change, positive = activation, actives largely listed as activators; further: potency means the concentration at half of the fitted maximal effect; % of control where 0% means no effect; nearly all actives have a fitted effect of over 60% in size
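DMSO vehicle served as control against compound-treated ELG1-luciferase HEK293T cells; exposure lasted 16 hr at 37 °C and 5% CO2, followed by ONE-Glo luminescence detection after 30 min.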
Gal4-VP16 FLuc: VP16 counterscreen qHTS for inhibitors of ROR gamma transcriptional activity; hit rate 3.5% among 310,000; Drosophila S2 Gal4-VP16 UAS-luciferase, luminescence, 20 h; Potency, µM (highest dose often 53.6 µM), without a hit: top-dose activity, negative = inhibition, usual class: inhibitors;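 further: Gal4-VP16 expression switched on by copper sulfate through the metallothionein promoter; potency means the concentration at half of the fitted maximal effect; on the % scale 0 is the no-effect control and ±100 the full control effect; nearly all actives have a fitted effect of over 50% in size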
uPA surface inh: qHTS for Inhibitors of Cell Surface uPA Generation. Potency, µM (highest dose often 38.3 µM), without a hit: at the top dose activity change, negative = inhibition, actives largely listed as inhibitors. AID 540303, 2011. hit rate 0.31% among 330,000. cell surface uPA generation assay, qHTS; active means well fitted inhibition curve with a large enough effect; inconclusive means small, poorly fitted or top-dose-only effect; inactive means no such curve, though single readings can be large or run the other way; tested in mouse RAW 264.7 cells; further: potency means the concentration at half of the fitted maximal effect; on the % scale 0 is the no-effect control and ±100 the full control effect; nearly all actives have a fitted effect of over 55% in size
FLuc counter: qHTS profiling assay for firefly luciferase inhibitor/activator using purifed enzyme and Km concentrations of substrates (counterscreen for miR-21 project). Potency, µM (top dose mostly 57.5 µM), for the others: at the highest dose activity change, negative = inhibition, usual class: inhibitors. hit rate 6.9% among 360,000. Luciferin 4-monooxygenase (Photinus pyralis), P08659. purified FLuc, Km substrates, luminescence inhibition;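 further: potency means the concentration at half of the fitted maximal effect; plate controls were vehicle for no effect and reference inhibitor for full effect; nearly all actives have a fitted effect of over 55% in size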
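Purified P. pyralis luciferase (10nM final) with 10uM D-luciferin and 10uM ATP (Km levels) in 50mM Tris acetate pH 7.5, 10mM Mg acetate, 0.01% Tween-20, 0.05% BSA; qHTS 6-point titration, ~60 µM downward; luminescence read.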
Rab9 prom act: qHTS Assay for Rab9 Promoter Activators. Potency, µM (series often up to 9.22 µM), without a hit: at the top dose activation, negative = inhibition, actives largely listed as activators. hit rate 2.8% among 320,000. AID 485297, 2010. Huh7 Rab9 promoter-luciferase reporter, luminescence, 24 h; further: potency means the concentration at half of the fitted maximal effect; % of control where 0% means no effect; nearly all actives have a fitted effect of over 60% in size
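Measured in stably transfected Huh7 cells bearing a Rab9 promoter–luciferase construct: 24 h compound treatment at 37 °C, followed by luminescence detection.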
Giardia killer: Small Molecules that selectively kill Giardia lamblia: qHTS | Giardia lamblia trophozoite viability | activity change, % at 7.66 µM, hits read low | hit rate 0.15% among 340,000 | AID 540267, 2011; in the data active means activity change below about -80%; inconclusive means between about -30% and that limit;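 further: parasites exposed to compound for two days anaerobically before the ATP read; on the % scale 0 is the no-effect control and ±100 the full control effect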
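Viability, read as ATP luminescence: trophozoites at 100 cells/well, compound added, 48 hrs anaerobic at 37 deg C, then 15-30 min room-temperature development before reading.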
KCNH2 3.1 inh: qHTS for Inhibitors of KCHN2 3.1: Mutant qHTS | activity change, % (tested at about 1.8 µM) | U2OS KCNH2 3.1, thallium flux FluxOr; hits give low values | Potassium voltage-gated channel subfamily H member 2, brain isoform KCNH2 3.1 (human) | hit rate 0.95% among 340,000;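 active means maximum activity change below -70%; inconclusive means maximum activity change from -70% to -50%; inactive means maximum activity change above -50%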;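 further: thallium influx rate constant from kinetic fluorescence after stimulation buffer; on the % scale 0 is the no-effect control and ±100 the full control effect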
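FluxOr-based Tl+ influx in U2OS cells transduced with KCNH2 3.1 virus; rate constants normalized to DMSO controls.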
FBPA coupling cs: qHTS Assay for Inhibitors of Fructose-1,6-bisphosphate Aldolase from Giardia Lamblia: Coupling assay counterscreen | AID 2472, 2010 | coupling enzyme system counterscreen, AmpLite Red fluorescence | activity change, negative = inhibition, % at 58.2 µM, hits read low | hit rate 0.67% among 290,000; in the data active means activity change below about -30%; further: on the % scale 0 is the no-effect control and ±100 the full control effect
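Compounds tested against the coupling enzymes alone at 57.5 uM final; readout was AmpLite Red fluorescence (525/598 nm) after 20 min at RT.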
An asterisk follows results filed as active; ? = inconclusive; · = no result given; & = joins results of further samples; [ ] = remark or other dose. Unless noted, the call rests on the fitted dose curve; in most records, active means well fitted curve in the direction sought with a large enough effect; inconclusive means small, poorly fitted or top-dose-only effect, or another doubt; inactive means no such curve, though single readings can be large; an effect the other way counts as inactive or inconclusive. No enrichment for hits. Share with any hit: about 14%.

smiles	NPC1 prom act	RORg inh	Tb PFK block	ELG1 genotox	Gal4-VP16 FLuc	uPA surface inh	FLuc counter	Rab9 prom act	Giardia killer	KCNH2 3.1 inh	FBPA coupling cs
COc1ccc(C(=O)O)cc1S(=O)(=O)Nc1ccc(N2CCCCC2)cc1	·	·	0%	10%	·	2%	·	·	-5	-5	·
CCCCCn1cnnc1SCC(=O)c1c(N)n(C2CC2)c(=O)[nH]c1=O	1%	·	-6%	-1%	·	3%	1%	1%	23	1	·
Nc1nc(-c2c[nH]c3ccccc23)cs1	12%	7%	-4%	-2%	12%	-4%	?	?	-11	11	-9
OCC[C@H]1C[C@@H](O)[C@H](O)[C@]2(CCCc3ccccc3O2)O1	1%	·	0%	-2%	·	9%	12%	1%	9	-1	·
C=CCn1c(SCC(=O)N2CCCC2)nc2cc(C(=O)NCC3CCCO3)ccc2c1=O (stereo unspecified)	1%	-22%	-1%	-3%	-2%	·	2%	-4%	3	1	5
CCc1ccccc1NC(=O)NC1CC2CCC(C1)N2Cc1ccco1 (stereo unspecified)	-3%	-15%	0%	1%	-8%	6%	1%	1%	13	26	0
O=C1CCC(/C=C/c2ccccc2)=NN1Cc1ccccc1	-2%	7%	-2%	-1%	0%	1%	-17%	4%	9	16	0
OC1(c2ccc(Br)cc2)CCNCC1	2%	1%	-7%	-2%	-6%	·	1%	-3%	8	?	0
CC(CCc1ccccc1)NC(=O)Cc1cccs1 (stereo unspecified)	-1%	6%	-8%	-2%	-24%	·	-1%	-2%	3	12	1
COc1ccc(NC(=O)CN(C)S(=O)(=O)c2ccc(C)cc2)c([N+](=O)[O-])c1	-2%	-12%	0%	9%	-8%	0%	4%	6%	-8	-2	1
CCCNc1cc(C)oc(=O)c1C(=O)CC	-2%	-5%	-1%	-2%	1%	1%	-2%	1%	0	18	-4
CCCCC[C@H](O)/C=C/[C@@H]1[C@@H](C/C=C\CCCC(=O)O)[C@@H](O)C[C@H]1O	6%	13%[10 µM]	3%	9%	-1%&5%&-14%	-11%	2%	-2%	-13	6	0&3
CC(C)NC(=O)COc1ncnc2sccc12	-3%	-20%	0%	0%	6%	4%	1%	1%	10	10	0
Cc1nc2ccc(NC(=O)Cc3ccccc3F)cc2s1	2.8µM*	22%	0%	8.2µM*	-9%[10 µM]	-12%	6.7µM*	?	-5	4	-2
CC(=O)c1cn(CC(=O)Nc2ccccc2Cl)c2ccccc12	-16%	5%[1.91 µM]	-4%	0%	?	-20%	-1%	-23%	-11	-20	2
COc1ccc(S(=O)(=O)Nc2cccc3c2O[C@H](CN(C)S(=O)(=O)c2cccs2)[C@@H](C)CN([C@H](C)CO)C3=O)cc1	·	·	2%	1%	·	-2%	·	·	-4	-35	·
CN(C(=O)CSc1ncnc2sc(-c3ccccc3)cc12)C1CCS(=O)(=O)C1 (stereo unspecified)	-1%	11µM*	0%	-6%	?	5%	17µM*	9%	7	4	0
Cc1ccccc1CSc1ccc2nnc(-c3ccccn3)n2n1	-8%	4%	0%	-4%	-19%	1%	-6%	-3%	19	-25	2
Cc1cc(C)cc(NC(=O)CCc2c(C)nn(-c3ccc(N4CCOCC4)nn3)c2C)c1	8%	19%	0%	3%[9.26 µM]	-4%	1%	15µM*	8%	3	-3	3
CCc1cc(=O)oc2cc(OC(C)C(=O)NCC3CCC(C(=O)O)CC3)c(Cl)cc12 (stereo unspecified)	0%	11%	-4%	9%	2%	8%	1%	-2%	-2	-2	2
COc1nc(N)c(S(=O)(=O)c2ccccc2)cc1C#N	1%	24%	-5%	-1%	16%	·	3%	8%	-6	-5	0
CNC[C@@H]1Oc2ccc(NS(=O)(=O)c3ccc(OC)cc3)cc2CC(=O)N([C@H](C)CO)C[C@@H]1C	·	·	1%	6%	·	-1%	·	·	-4	-15	·
Cc1nnc(SCCOc2ccccc2)s1	7%	25%	-4%	9%	-17%	-2%	-8%	14%	6	-28	8
CN(C)CCOc1ccc(C(C)(C)c2ccccc2)cc1	-7%	-12%	-3%	2%	5%	1%	1%	0%	11	-2	-2
COc1ccc(N2CCN(C(=O)CSc3nc(C)cs3)CC2)cc1	-3%	·	2%	0%	·	-3%	12%	1%	0	-28	·
Oc1ccccc1-c1cc(C(F)(F)F)[nH]n1	-4%	?	-7%	-6%	3%	·	-10%	1%	·	·	-1
Cc1cc(NC(=O)COc2ccc([N+](=O)[O-])cc2)no1	-1%	·	0%	-2%	·	7%	3%	2%	14	11	·
CC1(C(=O)N/N=C/c2cc3c(cc2Br)OCO3)CC1(Br)Br (stereo unspecified)	-4%	20%	2%	-10%	2%	12%	-2%	3%[1.84 µM]	-3	-6	·
CCS(=O)(=O)c1ccc2oc(Nc3cc(Cl)ccc3OC)nc2c1	-2%	23%	0%	10%	15%	0%	?	0%	5	-11	-1
CCCCOC(=O)Nc1ccc(S(=O)(=O)Nn2cnnc2)cc1	-2%	1%	-5%	0%	5%	7%	-8%	-3%	10	-30	10

smiles	NPC1 prom act	RORg inh	Tb PFK block	ELG1 genotox	Gal4-VP16 FLuc	uPA surface inh	FLuc counter	Rab9 prom act	Giardia killer	KCNH2 3.1 inh	FBPA coupling cs
COc1ccc(C2Nc3ccccc3C(=O)N2Cc2ccccc2)cc1CN1CCOCC1 (stereo unspecified)	0%	5%	-3%	-6%	-4%	-8%	-2%	0%	4	-17	0
O=C(NCCc1ccccn1)C1CC(=O)N(Cc2ccccc2Cl)C1 (stereo unspecified)	-3%	37%	5%	1%	0%	·	0%	4%	-2	-5	1
CCC(=O)Nc1nc(C)c(-c2csc(Nc3cccc(O)c3)n2)s1	13%	?	14%	-9%	-30%	-6%	11µM*	2%	6	-28	-6
Cc1ccc2cc(C#N)c(NCCCNC(=O)C3CCCO3)nc2c1 (stereo unspecified)	2%	26%	-5%	-7%	-4%	3%	4%	-5%	-1	17	-35*
CC(=O)Nc1cccc(NC(=O)CCNC(=O)c2ccc(Cl)cc2)c1	0%	-5%	-3%	5%	3%	-1%	3%	-1%[1.84 µM]	3	0	-1
CSc1cccc(CNC(=O)CC2C(=O)NCCN2CC(C)(C)C)c1 (stereo unspecified)	-1%	-5%	2%	1%	21%	-3%	-1%	-1%	-5	5	-5
CS(=O)(=O)Nc1ccc(C(=O)N2CCc3ccccc3C2)cc1	-1%	5%	0%	1%	10%	-3%	4%	-11%	-20	9	2
O=C(Oc1ccccc1Cl)c1ccccc1P(=O)(O)O	-2%	-9%	1%	6%	-2%	9%	4%	10%	0	-3	1
COc1ccccc1NC(=S)NNC(=O)c1ccccc1Br	22%	?	1%	10%	2%	-1%	?	?	1	14	-2
Cc1cc(=O)oc2cc(OC(C)C(=O)Nc3nccs3)ccc12 (stereo unspecified)	1%	-17%	1%	3%	3%	-1%	-5%	-2%	4	16	2
Cc1cc(C)c2nc(SC(C)C#N)cc(C)c2c1 (stereo unspecified)	2%	18%	-4%	0%	2%	2%	?	-4%	-9	3	0
CN(C)CCNC(=O)Cn1nc(C(F)F)cc1C1CC1	-7%	28%	-7%	0%	0%	-1%	1%	-3%	26	13	2
O=C(Nc1ccccc1C(=O)Nc1ccc(Cl)cc1)c1cccnc1	-2%	18%	2%	-2%	0%	-1%	-19%	0%[1.84 µM]	3	-3	1
COc1ccccc1NC(=S)NC(=O)/C=C/c1cccs1	21%	4.5µM*	-4%	-2%	11µM*	6%	-12%	0%	15	-5	-3
CC1(C)CC(NC(=O)c2ccccc2C(=O)NC2CC(C)(C)NC(C)(C)C2)CC(C)(C)N1	-1%	0%	5%	-8%	7%	-6%	-1%	-3%	4	-13	-3
O=C(OC(C(=O)NCc1cccs1)c1ccccc1Cl)c1ccco1 (stereo unspecified)	8%	6%	-8%	-2%	2%	-8%	3%	16%	-7	5	-2
COc1ccc(C2Nc3ccccc3C(=O)N2c2ccc(Cl)cc2)cc1Cn1cc([N+](=O)[O-])cn1 (stereo unspecified)	4µM*	29%	0%	?	2%	-24%	2%	2µM*	13	5	7
C/C(Cc1ccccc1)=N\NC(=O)CNC(=O)c1ccc(Cl)cc1	0%	3%	-3%	0%	-9%	-1%	-5%	-7%	-13	-23	5
O=C(CN1C(=O)c2ccccc2S1(=O)=O)NCCSCc1c(F)cccc1Cl	-1%	7%	12%	11%	7%	2%	-2%	1%	1	-2	2
Cc1ccc(NC(=S)N2CCC(NC(=O)C3CCCCC3)CC2)cc1C	-2%	28%	0%	-8%	-16%	-9%	-1%	-3%	20	-9	2

Bioassay records as filed in PubChem.
